# SKN-1 block: inhibitors of C. elegans SKN-1; C. elegans VP596 Pgst-4::GFP/RFP ratio, acrylamide-induced, 24 h; inhibition, % at 21.8 µM; 360,000 compounds, 0.49% hits;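 active means interference check ratio from 0.5 to 1.5 plus GFP to RFP signal ratio inhibition reaching or exceeding a fixed threshold, cut at about 30% in these data, passing the limit was not always enough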; further: some compounds called inactive have numbers as strong as hits
# MLLE-PAM2 inh: blocks PAM2 peptide binding to the PABP1 MLLE domain; P11940; inhibition, % at 20 µM; GST-MLLE / FITC-PAM2 fluorescence polarization; AID 588489; 360,000 compounds, 0.36% hits; in the data active means inhibition above about 35%, passing the limit was not always enough;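 further: plate controls were DMSO wells with GST-MLLE for no effect and wells lacking GST-MLLE protein for full effect; some results filed as inactive read as strong as hits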
# Rpn11 block: Rpn11 (human) deubiquitinase inhibition; O00487; human 26S proteasome, Ub4-pepOG fluorescence polarization; 20S core pre-blocked with epoxomicin; calls only at 20 µM; 360,000 compounds, 0.59% hits; AID 588493;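 active means inhibition at 20 µM, scaled to each plate's controls, above about 33%, limit read from the data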
# Target sequence (O00487 whole entry, looked up): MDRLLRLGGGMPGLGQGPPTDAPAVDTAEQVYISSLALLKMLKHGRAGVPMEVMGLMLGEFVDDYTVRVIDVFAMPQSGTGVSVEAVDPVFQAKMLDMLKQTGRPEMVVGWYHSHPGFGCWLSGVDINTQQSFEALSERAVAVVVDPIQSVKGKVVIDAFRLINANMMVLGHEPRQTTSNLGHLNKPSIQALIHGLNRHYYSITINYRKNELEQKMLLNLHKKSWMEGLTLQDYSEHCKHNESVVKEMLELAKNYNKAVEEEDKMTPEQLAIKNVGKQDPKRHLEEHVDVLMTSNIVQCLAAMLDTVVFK
# CSN inh: CSN deneddylation inhibition. Q92905. Purified CSN, SCF-Nedd8-OG deneddylation, fluorescence polarization. inhibition, % at 12.5 µM. 360,000 compounds, 0.38% hits;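 active means pattern-corrected inhibition above about 35%, with an unprinted fluorescence ratio check between 0.5 and 1.5, limit read from the data, passing the limit was not always enough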;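 further: 0% = enzyme with substrate and 100% = substrate without enzyme; some results filed as inactive read as strong as hits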
# Target sequence (Q92905 whole entry, looked up, one chain of several): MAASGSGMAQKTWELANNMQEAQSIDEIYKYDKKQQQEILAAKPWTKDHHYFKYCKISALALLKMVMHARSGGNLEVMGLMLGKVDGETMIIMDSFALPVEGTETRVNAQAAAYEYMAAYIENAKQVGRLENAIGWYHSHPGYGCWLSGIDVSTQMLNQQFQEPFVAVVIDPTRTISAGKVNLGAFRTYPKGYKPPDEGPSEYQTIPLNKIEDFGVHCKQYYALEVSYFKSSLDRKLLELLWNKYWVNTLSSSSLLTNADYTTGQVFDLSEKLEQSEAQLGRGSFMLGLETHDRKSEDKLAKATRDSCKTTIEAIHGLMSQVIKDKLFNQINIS
#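 Assay system: HEK293T-derived human Csn5 enzyme; quantity: 0.24 nM enzyme; medium: Tris/NaCl/DTT buffer, pH 7.5; also added: substrate SCFSkp2-Nedd8OG, 10 nM; doses: 12.5 µM compound; schedule: 90 min reaction at room temperature; signal: FP; read-out: % inhibition of substrate cleavage by Csn5; benchmarks: substrate-only high control, full reaction low control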
# Rin1-Abl PPI inh: blocks binding of human Rin1 to Abl | inhibition, % at 7.35 µM | 360,000 compounds, 0.4% hits | TR-FRET Rin1/Abl binding, biochemical; in the data active means inhibition above about 5%, passing the limit was not always enough
# MT1-MMP act inh: blocks activation of human MT1-MMP; P50281; HT1080 RFP-PRO-GFP cells, GFP/RFP ratio fluorescence, overnight; percent of plate control window, DMSO zero; GFP/RFP ratio change, % at 20 µM; 360,000 compounds, 0.061% hits;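 active means GFP/RFP ratio change of at least 30% with cell ATP level not reduced by more than half and red fluorescence within 50% of control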; further: strong numbers were not always called active
#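 Material: RFP-PRO-GFP reporter HT1080 cells. Dosing: single-point 20 µM compound, 1% DMSO. Controls: DMSO and RFP-L50D-GFP cell wells. Timing: cells overnight before dosing, compound overnight, 37 °C, 5% CO2. Measure: GFP/RFP fluorescence ratio.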
# FAS-TE inh: FAS thioesterase (human) inhibition; P49327; inhibition, % at 15 µM; recombinant FAS-TE, OMFH fluorogenic substrate, fluorescence endpoint; 360,000 compounds, 0.67% hits;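 active means compounds whose normalised, plate-corrected inhibition of enzyme fluorescence in the single-dose primary screen is 50% or more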;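 further: 0% = DMSO with enzyme and 100% = substrate without enzyme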
# Neddylation inh: blocks human cullin neddylation; P61081+Q13564; TR-FRET cullin neddylation, biochemical; calls only at 25 µM; 360,000 compounds, 0.58% hits; AID 651699; in the data active means inhibition above about 36%
# NadD block: NadD (S. aureus) enzyme inhibition; AID 602399; purified NadD enzyme, colorimetric absorbance read-out; inhibition, % at 20 µM; 360,000 compounds, 0.78% hits; in the data active means inhibition above about 26%; further: some compounds past the cut are filed as inactive
# Active calls of the source: *; i = inactive; . = not tested or not shown; + = active, no number.
# Results follow in this order: SKN-1 block	CSN inh	NadD block	Rin1-Abl PPI inh	Neddylation inh	FAS-TE inh	Rpn11 block	MLLE-PAM2 inh	MT1-MMP act inh
CCCOc1ccc(-c2c(C(=O)N/N=C/c3ccc(C)o3)nnn2-c2nonc2N)cc1
  -3	-1	14	4	.	-4	i	-4	1
CC1(C)Cc2c(cnn2-c2ccccc2)C(NC(=O)CCN2CCCC2=O)C1 (configuration not stated)
  19	-2	-2	3	i	-7	i	9	2
O=C(c1cccc2ccccc12)N1CCN(CC2CC=CCC2)CC1 (configuration not stated)
  -3	4	-1	1	i	2	i	15	7
COc1cc2[nH]c(=O)n(CCC(=O)N3CCC(N4CCCCC4)CC3)c(=O)c2cc1OC
  1	0	-6	2	i	-2	i	11	-2
COCC1CCCN(C(=O)c2ccc3nc(Cc4cccc(Cl)c4)oc3c2)C1 (configuration not stated)
  16	-2	4	-1	i	-9	i	3	-3
CCn1c(/C=C/c2cccc([N+](=O)[O-])c2)nc2ccccc2c1=O
  6	1	4	2	i	21	i	11	-1
Cn1c(SCC(=O)NC2CCCC2)nnc1-c1ccc(S(=O)(=O)N2CCOCC2)cc1
  -12	2	-2	-2	i	-4	i	4	-2
O=C1c2ccccc2CC1Sc1nnc(-c2ccncc2)o1 (configuration not stated)
  -21	0	1	2	i	-7	i	-9	-5
COc1cccc(N(CC(=O)N2CCCC2)S(C)(=O)=O)c1
  6	-4	-4	1	i	-5	i	16	1
COc1ccc(NC(=S)c2ccccc2)cc1
  7	-16	-8	-3	i	-5	i	20	0
Cc1cccc(NC(=O)CCC2CCN(C(=O)c3ccc(C)s3)CC2)c1
  14	7	-7	6	i	-2	i	-8	-3
O=C(CSc1cccc2cccnc12)N/N=C/c1cccnc1
  6	0	-4	-2	i	0	+	31	3
CCOC(=O)c1nn(-c2ccc(F)cc2)cc1O
  -1	-2	-7	1	i	-7	i	-1	1
COc1ccc(-n2c(N)c(C(=O)NCc3ccco3)c3nc4ccccc4nc32)cc1OC
  9	-1	8	-4	i	5	i	5	-8
COCCn1c(SCc2ccc(OC)c(F)c2)nc2ccccc2c1=O
  0	-2	-11	-2	i	28	i	-7	-2
c1ccc(-c2cn3nc(-c4ccccc4)c(-c4ccccc4)nc3n2)cc1
  -18	8	4	0	i	1	i	5	-19
COC(=O)c1ccccc1-n1c(CCC(=O)O)ccc1-c1ccc(F)cc1
  25	-4	-4	-1	i	-2	i	-11	-8
Cc1cc(C)cc(NC(=O)c2ccc([N+](=O)[O-])o2)c1
  -6	-8	-6	3	i	4	i	-3	-3
CC1CCCCN1CCCNC(=O)c1nn(C)c2c1CS(=O)(=O)c1ccccc1-2 (configuration not stated)
  28	-1	-2	0	i	-5	i	-11	-1
C=CCN(C(=O)CCC(=O)Nc1cc(C)on1)C(C(=O)NC1CCCC1)c1ccc(C)cc1 (configuration not stated)
  7	1	0	0	i	2	i	4	-3

# Profiles, looked up by structure.
# Cc1cc(C)cc(NC(=O)c2ccc([N+](=O)[O-])o2)c1 across the screens: SKN-1 block: -6; CSN inh: -8; NadD block: -6; Rin1-Abl PPI inh: 3; Neddylation inh: i; FAS-TE inh: 4; Rpn11 block: i; MLLE-PAM2 inh: -3; MT1-MMP act inh: -3
# c1ccc(-c2cn3nc(-c4ccccc4)c(-c4ccccc4)nc3n2)cc1 across the screens: SKN-1 block: -18; CSN inh: 8; NadD block: 4; Rin1-Abl PPI inh: 0; Neddylation inh: i; FAS-TE inh: 1; Rpn11 block: i; MLLE-PAM2 inh: 5; MT1-MMP act inh: -19

# An excerpt from above in order of their number in MLLE-PAM2 inh, falling:
Molecule | MLLE-PAM2 inh
O=C(CSc1cccc2cccnc12)N/N=C/c1cccnc1 | 31
c1ccc(-c2cn3nc(-c4ccccc4)c(-c4ccccc4)nc3n2)cc1 | 5
Cc1cc(C)cc(NC(=O)c2ccc([N+](=O)[O-])o2)c1 | -3
COCCn1c(SCc2ccc(OC)c(F)c2)nc2ccccc2c1=O | -7
Cc1cccc(NC(=O)CCC2CCN(C(=O)c3ccc(C)s3)CC2)c1 | -8
COC(=O)c1ccccc1-n1c(CCC(=O)O)ccc1-c1ccc(F)cc1 | -11

# Next entries:
# Results follow in this order: SKN-1 block	CSN inh	NadD block	Rin1-Abl PPI inh	Neddylation inh	FAS-TE inh	Rpn11 block	MLLE-PAM2 inh	MT1-MMP act inh
O=C(Nc1ccccc1C(=O)Nc1ccccn1)c1ccc([N+](=O)[O-])cc1
  10	-4	-6	-5	i	30	i	7	0
CCCN=CC1=C(O)CC(c2ccccc2)CC1=O (configuration not stated)
  27	-4	3	-4	i	-4	i	-3	0
CCC(C(=O)Nc1ncc(C)s1)c1ccccc1 (configuration not stated)
  -1	8	0	2	i	0	i	-5	-7
COc1cc(S(=O)(=O)N(Cc2ccc(C)cc2)Cc2ccco2)ccc1-n1cnnn1
  4	-1	-1	-2	i	32	i	-13	-6
N#Cc1ccc(NC(=S)/N=C(\N)c2ccccc2)cc1
  17	1	0	2	i	3	i	37	4
O=C(Nc1ccnn1C1CCN(C2CCCCC2)CC1)c1cccc(F)c1
  8	3	-6	3	i	-5	i	3	-1
CC1Cn2c(nnc2C23CC4CC(CC(C4)C2)C3)S1 (configuration not stated)
  8	-2	-1	3	i	-7	i	11	3
O=C(CN1C(=O)CC(c2ccccc2)S(=O)(=O)c2ccccc21)N1CCCC1 (configuration not stated)
  -2	-1	1	-1	i	-3	i	-1	0
O=C(NCc1ccco1)c1ccc(Oc2ccccc2)cc1
  -25	-2	3	-3	i	3	i	0	-3
CC(C)C(=O)O/N=C(\N)c1ccccn1
  -4	-2	-3	0	i	-6	i	13	3
Cc1ccc(NC(=O)C(C)N2C(=O)c3ccccc3C2=O)c(C)c1 (configuration not stated)
  3	-1	2	2	i	-4	i	-4	1
CCOC(=O)[C@]12CCC=C1N(Cc1ccccc1)C(=O)[C@H](CC(=O)N1CCCC1)C2
  -8	-6	7	.	i	-4	.	.	16
COc1cc(/C=N/NC(=O)CNC(=O)c2ccco2)ccc1O
  2	-18	11	0	i	-3	i	-16	-2
COc1ccc(NC(=O)CC2C(=O)N(c3ccc(Cl)cc3)C(=S)N2NC(=O)c2cccc(F)c2)cc1 (configuration not stated)
  0	-4	1	-3	i	-10	i	-13	20
O=C(Nc1ccc(S(=O)(=O)Nc2ccccn2)cc1)c1ccccc1
  2	1	-5	-2	i	-3	i	7	2
CCNC(=S)NNC(=O)c1ccc2ncccc2c1
  -1	-5	0	2	i	-4	i	-14	5
COc1cc(O)c(C(CC(=O)N2CCCC(C)C2)c2cc(OC)c(OC)c(OC)c2)c(OC)c1 (configuration not stated)
  16	-2	-4	3	i	-6	i	-2	-3
CC(/C=N/NC(=O)c1cccs1)=C\c1ccco1
  -8	6	4	-2	i	-6	i	-18	-2
COc1cccc(-n2cnc3c(sc4nc(N5CCOCC5)c5c(c43)CCCC5)c2=O)c1
  -3	-1	7	2	i	26	i	-4	-7
CC(=O)N(C)c1ccc(N=NC2C(=O)N(C(N)=S)N=C2C)cc1 (configuration not stated)
  15	4	10	-9	i	-4	i	30	7
Cc1ccccc1C(=O)NC(=S)Nc1sc2c(c1C#N)CCC(C)C2 (configuration not stated)
  7	-4	18	-1	i	-63	i	-11	-9
c1ccc(Oc2cc(-n3cccn3)ncn2)cc1
  16	-5	1	1	i	-2	i	-3	-10
CCOc1cc(NC(=S)NCCCN2CCOCC2)c(OCC)cc1NC(=O)CC(C)C
  0	0	-1	-3	i	-10	i	14	16
O=C(CCCc1ccccc1)NCCS(=O)(=O)N1CCN(c2ccccc2F)CC1
  0	-4	-6	-1	i	9	i	9	3
COc1ccc(CCCNC(=O)C2Cc3c(-c4ccc5c(c4)OCO5)ccnc3O2)cc1 (configuration not stated)
  -1	1	4	-1	i	11	i	2	0
COc1ccc(NC(=O)N2CCCC(c3ccccc3)C2)cc1 (configuration not stated)
  -8	1	-6	-3	i	-2	i	10	1
Cc1ccc(C)c(N(CC(N)=O)S(C)(=O)=O)c1
  -3	1	-6	-2	i	-2	i	-4	-5
CC(=O)Nc1ccc(-n2c(C)c(C(C)=O)c(C(C)=O)c2C)cc1
  -14	2	1	-1	i	-3	i	-3	-1
CCc1noc(C)c1C(=O)NNC(=O)c1ccc(F)cc1
  11	-2	2	-2	i	-4	i	5	8
COc1ccccc1N(CCC#N)C(=O)CSc1ccc2c(c1)OCCO2
  4	6	-4	1	i	-2	i	7	1
C[C@@H](c1ccccc1)N1C[C@H](COCc2ccccc2)Oc2cc(N3CCC[C@H]3CO)ccc2S1(=O)=O
  3	4	0	.	i	14	.	.	0
CCN(CCNc1ccc(Cl)cc1[N+](=O)[O-])C(=O)c1cc([N+](=O)[O-])c(N(C)C)cc1OC
  5	6	2	-9	i	26	i	4	10
O=C(Nc1ccc(F)cc1)c1cccnc1N1CCOCC1
  16	4	1	0	i	-9	i	-1	5
CC(C)(C)C(=O)C[n+]1ccccc1
  0	-3	2	1	i	-6	i	-10	0
COc1ccc(S(N)(=O)=O)cc1C(=O)NCCCN1CCN(c2ccccc2OC)CC1
  3	1	-6	-1	i	-10	i	3	5
NC(N)=NC(N)=Nc1cccc2ccccc12
  -1	-3	-6	0	i	-3	i	7	1
O=C(Nc1ccccc1F)N1CCC(NC(=O)C23CC4CC(CC(C4)C2)C3)CC1
  -10	1	3	-1	i	-3	i	-9	1
